High-throughput results deposited in PubChem by National Center for Advancing Translational Sciences (NCATS).
N370S GC = qHTS Assay for Inhibitors and Activators of N370S glucocerebrosidase as a Potential Chaperone Treatment of Gaucher Disease. Potency, µM (top dose mostly 59.4 µM), for the others: at the top dose activity change, negative = inhibition, usual class: inhibitors. actives 0.092% (n = 330,000). Lysosomal acid glucosylceramidase (Homo sapiens), P04062. N370S GC spleen homogenate, 4MU-glucoside fluorescence;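 further: 0% = full enzyme activity and -100% = no enzyme basal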
GCN5L2 inh = qHTS Assay for Inhibitors of GCN5L2; actives 0.21% (n = 390,000); Potency, µM (titrated, usually from 58.9 µM), inactives show top-dose activity change, negative = inhibition, actives largely listed as inhibitors; GCN5L2 HAT assay, ThioGlo1 CoA-SH fluorescence
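Compounds, pin-transferred from DMSO stocks, meet 20nM GCN5L2 for 15 min before the reaction begins with H3(1-25) peptide (75uM) and acetyl-CoA (70uM). Thiol-reactive ThioGlo1 reports CoA release over 20 min at room temperature.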
FEN1 inhibitor = qHTS Assay for the Inhibitors of Human Flap endonuclease 1 (FEN1). Potency, µM (top dose mostly 114 µM), inactives show at the top dose activity change, negative = inhibition, most hits filed as inhibitors. AID 588795, 2011. actives 0.35% (n = 390,000). Recombinant FEN1 flap cleavage, fluorescence, 15 min; further: nearly all actives have a fitted effect of over 65% in size
Target sequence (P39748 whole entry, looked up): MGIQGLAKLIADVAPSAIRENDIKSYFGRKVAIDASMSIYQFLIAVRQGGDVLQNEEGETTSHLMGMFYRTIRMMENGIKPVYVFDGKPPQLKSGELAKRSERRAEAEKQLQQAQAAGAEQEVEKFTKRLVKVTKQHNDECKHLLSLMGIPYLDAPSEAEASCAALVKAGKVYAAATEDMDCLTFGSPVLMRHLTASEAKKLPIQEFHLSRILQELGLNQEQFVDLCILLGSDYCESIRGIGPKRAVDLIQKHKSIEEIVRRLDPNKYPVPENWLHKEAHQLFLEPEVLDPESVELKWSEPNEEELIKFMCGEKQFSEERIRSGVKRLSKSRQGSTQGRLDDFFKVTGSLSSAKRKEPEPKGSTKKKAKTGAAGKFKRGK
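Reaction started by adding substrate (50 nM final) to 10 nM enzyme after 15 min room-temperature compound preincubation. Reads at 0 and 15 min, with data normalized and fitted to a four-parameter Hill equation.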
* hit, by the source's call; ? = inconclusive; · = no result given; [ ] = remark or other dose. The call rests on the fitted dose curve; in most records, active means well fitted curve in the direction sought with a large enough effect; inconclusive means small, poorly fitted or top-dose-only effect, or another doubt; inactive means no such curve, though single readings can be large; an effect the other way counts as inactive or inconclusive. Unless noted, on the % scale 0 is the no-effect control and ±100 the full control effect; potency means the concentration at half of the fitted maximal effect.

| mol | N370S GC | GCN5L2 inh | FEN1 inhibitor |
| --- | --- | --- | --- |
| CC1CCCCC12NC(=O)N(CC(=O)OCC(=O)N(C)C1CCCCC1)C2=O (stereo not drawn) | · | -4.4% | -9.3% |
| O=C(Nc1ccccc1C(=O)OCc1cc(=O)n2ccsc2n1)c1cccc(F)c1 | · | 11.2% | 14.3% |
| O=C(NCC1CCCO1)c1ccccc1NC(=O)c1cccc2ccccc12 (stereo not drawn) | 4.5% | -8.4% | -20.6% |
| Cc1cccc(-c2nnc3n2N=C(c2ccc(Br)cc2)CS3)c1 | ? | -5.6% | 4.9% |
| COc1ccc(-c2noc(CSc3nnc(Cc4ccccc4)n3-c3cccc(C)c3)n2)cc1 | · | -3.0% | 3.9% |
| O=C(COc1ccccc1)Nc1ccc(S(=O)(=O)N2CCCC2)cc1 | 8.7% | 2.4% | -20.7% |
| N#CC(C(=O)CCN1C(=O)C2CC=CCC2C1=O)c1nc2ccccc2[nH]1 (stereo not drawn) | 4.0% | -13.2% | 8.4% |
| CCCCC(=O)N1C/C=C\C(c2ccc(OC)cc2)N(Cc2ccc(F)cc2)C(=O)C1C (stereo not drawn) | -3.5% | · | 3.3% |
| CCCCCCn1c(SCC(=O)OC)nc2c1c(=O)[nH]c(=O)n2C | 5.5% | -17.4% | -15.4% |
| O=c1cc(-c2ccco2)oc2ccc(Cl)cc12 | 9.7% | -2.5% | -0.8% |
| C/C(=N\NC(=O)COc1c(C)cccc1C)c1cccs1 | -4.7% | -4.0% | -1.4% |
| Cc1cccc(CCNS(=O)(=O)c2ccc3c(c2)CCN3C(=O)CCC(=O)O)c1 | 14.5% | -1.6% | -1.0% |
| Cc1nn(-c2ccccc2)c(C)c1C(=O)NCCc1ccc(Cl)cc1 | -1.1% | -1.7% | 15.0% |
| Clc1ccc(CN(Cc2ccc(Cl)cc2)c2nn[nH]n2)cc1 | -0.8% | 2.6% | -2.1% |
| Cc1ccc(S(=O)(=O)N2CCN(C(=O)C3=COCCO3)CC2)cc1C | -0.3%[12.8 µM] | -7.0% | 0.1% |
| O=Cc1cn(CC(=O)N2CCCCC2)c2ccccc12 | 0.9% | 1.2% | 0.8% |
| COc1cccc(Sc2ccccc2CN(C)C)c1 | -24.1% | 2.7% | -0.3% |
| CCOC(=O)c1c(-c2ccccc2)oc2ccc(N(C(C)=O)S(=O)(=O)c3ccccc3)cc12 | · | 1.9% | -14.0% |
| CCOC(=O)C(CC(=O)c1ccccc1)CC(=O)c1ccccc1 | -1.2% | -2.1% | 9.8% |
| O=[N+]([O-])c1ccc(C(O)CN2CCN(c3ccccc3)CC2)cc1 (stereo not drawn) | -6.0% | ? | -6.9% |
| CCOc1cccc(-c2c(C(=O)N/N=C/c3ccc(C)o3)nnn2-c2nonc2N)c1 | -6.4% | -2.0% | 16.0% |
| O=c1[nH]nc(-c2cccs2)c2ccccc12 | -5.7% | -1.9% | 0.2% |
| COc1cc(/C=N/NC(=O)/C(=C/c2ccccc2)CCO)ccc1O | ? | 1.7% | 2.4% |
| CCC1Oc2ccc(C)cc2N(CC(=O)N(Cc2cccnc2)Cc2ccc(C)o2)C1=O (stereo not drawn) | 4.1% | -18.3% | 6.8% |
| CCc1[nH]nc2c1C(c1ccncc1)C(C#N)=C(N)O2 (stereo not drawn) | 2.7% | -4.1% | -0.5% |
| CCOC(=O)C1(Cc2ccccc2)CCN(C2Cc3ccccc3C2)CC1 | ? | -6.4% | 1.2% |
| O=C(NCCCN1CCN(c2ccccc2)CC1)c1sc2ncccc2c1-n1cccc1 | · | -1.7% | 0.9% |
| Cc1cc(-c2ccccc2)nc(=O)[nH]1 | -4.4% | 1.6% | -0.1% |
| CN(CC(=O)Nc1ccc(F)cc1)C(=O)CN1C(=O)NC2(CCCc3ccccc32)C1=O (stereo not drawn) | -5.8% | -4.1% | 3.2% |
| CC(=O)c1ccc(NC(=O)C(C)NCc2ccc(Cl)cc2)cc1 (stereo not drawn) | 6.4% | -21.1% | -6.6% |
| CC(=O)Cc1nnn(-c2cc(C)on2)n1 | 2.9% | -2.0% | · |
| Cc1cnc(C(=O)OCC(=O)Nc2ccc(OCc3ccccc3)cc2)cn1 | · | -3.0% | 1.5% |
| CCN(CC(N)=O)S(=O)(=O)c1ccc(Br)cc1 | 15.9% | -6.1% | -1.6% |
| CCOC(=O)C(=O)NNc1ccccc1C | 1.7% | -4.6% | -4.5% |
| CCCn1nc([N+](=O)[O-])c(C(C#N)c2nc3ccccc3s2)c(Cl)c1=O (stereo not drawn) | · | -4.8% | -23.2% |
| Cc1nn(CC(=O)N2CCCCC2)c(=O)c2nn(-c3ccccc3)c(C)c12 | -2.3% | -6.8% | 2.0% |

Two entries drawn at random from the list so far:
| mol | N370S GC | GCN5L2 inh | FEN1 inhibitor |
| --- | --- | --- | --- |
| CCN(CC(N)=O)S(=O)(=O)c1ccc(Br)cc1 | 15.9% | -6.1% | -1.6% |
| CC(=O)c1ccc(NC(=O)C(C)NCc2ccc(Cl)cc2)cc1 (stereo not drawn) | 6.4% | -21.1% | -6.6% |

Next entries
| mol | N370S GC | GCN5L2 inh | FEN1 inhibitor |
| --- | --- | --- | --- |
| CCCN(CC1CC1)C(=S)Nc1ccc(C(C)=O)cc1 | 0.0% | 1.0% | -5.9% |
| CN1CCN(c2ncncc2-c2ccc(C(=O)N(C)C)cc2)CC1 | -4.4% | -3.7% | · |
| O=C(COC(=O)CC1CC2CCC1C2)Nc1ccc(Cl)c(S(=O)(=O)N2CCOCC2)c1 (stereo not drawn) | · | -10.3% | -27.6% |
| CC(C)Oc1ccc(C2CC(=O)N(c3cccc(/C=C/C(=O)O)c3)C2=O)cc1 (stereo not drawn) | -17.3% | 2.9% | 11.6% |
| CC(C)Oc1ccc(CNC(=O)Cn2ncn3nc(-c4cccs4)cc3c2=O)cc1 | · | -6.6% | 2.9% |
| S=C(NCC1CCCO1)Nc1ccc(Cl)c(Cl)c1 (stereo not drawn) | 3.6% | -4.5% | ? |
| CC12CCC(C(=O)Nc3ccc(SC(F)F)cc3)(CC1=O)C2(C)C (stereo not drawn) | -5.1% | -3.3% | -7.7% |
| CCOC(=O)c1ccc(NC(=O)CSc2ncc(S(=O)(=O)c3ccc(C)c(Cl)c3)c(=O)[nH]2)cc1 | · | ? | ? |
| CN1CCN(S(=O)(=O)c2cccc(C(=O)N(C)C(c3ccccc3)c3ccccc3)c2)CC1 | -7.4% | -2.9% | -1.9% |
| C=CCn1c(SCC(=O)Nc2cccc(S(=O)(=O)N(C)c3ccccc3)c2)nnc1C1CC1 | -3.1% | -0.3% | -1.4% |
| COc1ccc(-n2c(SCC(=O)NCc3ccco3)nnc2-c2c[nH]c3ccccc23)cc1 | -4.4% | -12.3% | -12.2% |
| COc1ccc(NC(=O)Cn2cnc3c(oc4nc5c(cc43)COC(C)(C)C5)c2=O)cc1 | 9.1% | -0.9% | 3.5% |
| CNC(=S)N1CCc2sccc2C1C (stereo not drawn) | -6.0% | -0.3% | 8.0% |
| Cc1ccccc1Oc1ncnc(N)c1[N+](=O)[O-] | 15.5% | -4.9% | -1.1% |
| N/C(=N\OS(=O)(=O)c1ccc(Cl)cc1)c1ccccn1 | -0.1% | -6.6% | 5.6% |
| CCN(CC)C(=O)C(=O)c1cccn1-c1cccc(OC)c1C#N | -17.2% | -0.5% | -1.6% |
| Cc1cc(C)cc(N(C(=O)c2snc(C(N)=O)c2N)C(C(=O)NCC2CCCO2)c2cccs2)c1 (stereo not drawn) | 20.0% | -8.8% | -1.4% |
| CCS(=O)(=O)c1nc(S(=O)(=O)c2ccc(C)cc2)c(N2CCC(O)CC2)s1 | 1.9% | -1.6% | -14.3% |
| N#Cc1ccsc1NC(=O)CCN1CCN(C(c2ccccc2)c2ccccc2)CC1 | -13.0% | -9.1% | 1.6% |
| COCCn1c(SCC(=O)NCC2CCCO2)nc2c([nH]c3ccccc32)c1=O (stereo not drawn) | -1.5% | 3.0% | 6.0% |
| Cc1cccc(NC(=O)C2CCN(S(=O)(=O)c3cccc4cccnc34)CC2)c1 | 3.6% | -7.0% | -19.1% |
| COc1ccc(S(=O)(=O)N2CCN(C(=O)c3cc4c(s3)CCC4)CC2)cc1 | · | 15.8µM* | 44.7µM* |
| CC(C)[C@H](NC(=O)c1ccccc1)C(=O)Nc1cccc(S(=O)(=O)N2CCOCC2)c1 | · | 0.1% | 0.7% |
| Cc1cccc(N2C(=O)CC(n3ccnc3)C2=O)c1C (stereo not drawn) | 0.8% | 0.7% | 20.8% |
| Cc1ccc(C)c(CN2CCC(CNC(=O)CCc3nnc4ccc(N5CCCCC5)nn34)CC2)c1 | -3.2% | -18.4% | -0.8% |
| CC(=O)Oc1cc2oc(=O)c3c(c2cc1Cl)CCC3 | -2.4% | -8.7% | -15.4% |
| Cc1ccc(-n2nc3c(c2NC(=O)CC(C)C)CS(=O)C3)cc1 (stereo not drawn) | -6.1% | -5.9% | 0.6% |
| CC1CCN(C(=O)CSc2nnc(-c3cccnc3)o2)CC1 | -6.3% | ? | -6.9% |
| Cc1c(OCc2nn[nH]n2)ccc2c3c(c(=O)oc12)CCC(C)C3 (stereo not drawn) | 9.4% | 1.3% | 7.8% |
| COc1ccc(CCN(C)C(=O)c2c(C)nn(CC(C)C)c2Cl)cc1OC | -7.2% | -2.8% | 7.7% |
| CCN(CC)c1ccc(N2C(=O)/C(=C\c3cccs3)SC2=S)cc1 | -3.1% | -14.8% | 1.1% |
| O=c1c2ccccc2ncn1CCOCCOc1ccc([N+](=O)[O-])cc1 | -4.1% | -12.9% | -10.9% |
| CCS(=O)(=O)c1nc(S(=O)(=O)c2ccc(Cl)cc2)c(NCCCN2CCCC2=O)s1 | -2.4% | -10.1% | 16.4% |
| Nc1nonc1-n1nnc(C(=O)N/N=C/c2cccc(Cl)c2)c1CSc1ccccc1 | -3.9% | -6.3% | 11.2% |
| CC(=O)c1ccc(S(=O)(=O)Nc2cc3c(cc2C(C)=O)OCO3)cc1 | 0.3% | 3.5% | 1.5% |
| Cc1cc(C)n2nc(S(=O)(=O)NC(C)(C)C)nc2n1 | -2.7% | -1.6% | 1.9% |

Compound profiles, from the list above. Order of values: N370S GC	GCN5L2 inh	FEN1 inhibitor
Cc1c(OCc2nn[nH]n2)ccc2c3c(c(=O)oc12)CCC(C)C3 (stereo not drawn) in the list: 9.4%	1.3%	7.8%
CC(=O)Oc1cc2oc(=O)c3c(c2cc1Cl)CCC3 in the list: -2.4%	-8.7%	-15.4%
COc1ccc(CCN(C)C(=O)c2c(C)nn(CC(C)C)c2Cl)cc1OC in the list: -7.2%	-2.8%	7.7%
Nc1nonc1-n1nnc(C(=O)N/N=C/c2cccc(Cl)c2)c1CSc1ccccc1 in the list: -3.9%	-6.3%	11.2%
CCS(=O)(=O)c1nc(S(=O)(=O)c2ccc(Cl)cc2)c(NCCCN2CCCC2=O)s1 in the list: -2.4%	-10.1%	16.4%

Other results
| mol | N370S GC | GCN5L2 inh | FEN1 inhibitor |
| --- | --- | --- | --- |
| COc1ccc(C2C3CCCCC3(O)CCN2C(=O)c2cccs2)cc1 (stereo not drawn) | -19.4% | -7.2% | -2.5% |
| COCCCNC(=O)c1ccc(N(C)S(C)(=O)=O)cc1 | -11.1% | 1.5% | -0.3% |
| Cc1cc(-c2ccc(C)c(S(=O)(=O)N3CCC(C)CC3)c2)on1 | · | 31.9%[activator] | -6.2% |
| CN(CCCN1CCOCC1)Cc1nc(-c2ccccc2)no1 | 0.7% | -14.5% | -3.4% |
| Cc1cccc([C@H]2[C@@H]3C=CCC[C@@H]3C(=O)N2Cc2ccccc2)c1 | 28.9%[89.1 µM] | 6.3% | 2.6% |
| O=C(N/N=C/c1cc2ccccc2nc1Cl)/C(=C/c1cccs1)NC(=O)c1ccccc1 | 15.8% | -3.2% | -10.4% |
| COc1ccccc1C1CCCN1Cc1nc(-c2ccc(C)s2)oc1C (stereo not drawn) | -5.2% | -17.5% | -0.2% |
| Brc1cccc(-c2cnc3n2CCCCC3)c1 | -5.2% | ? | -4.4% |
| COc1ccc(-n2c(=O)c3sc4ccccc4c3n(CC(=O)Nc3cccc(C)c3)c2=O)cc1 | · | -0.5% | 13.7% |
| CCN1CCN(c2ccc(NC(=O)c3cc(S(=O)(=O)N4CCCC4)ccc3Cl)cc2)CC1 | · | 0.5% | -3.6% |
| C[C@@]1(C(=O)O)NCCc2cc(O)c(O)cc21 | -25.0% | ? | · |
| CCn1c(-c2c[nH]c3ccccc23)n[nH]c1=S | 0.0% | -0.7% | 12.7% |
| Cn1c(Cc2cccs2)nnc1SCC(=O)Nc1ccc(F)cc1F | -4.1% | -0.1% | -11.7% |
| O=C(COc1ccc(-c2ccccc2)cc1)N1CCN(S(=O)(=O)Cc2ccccc2)CC1 | 4.0% | -6.6% | -10.9% |
| Clc1ccc(-c2cnn3c(-c4ccncc4)ccnc23)cc1 | -4.2% | -2.7% | -1.7% |
| Cc1ncc(CO)c2c1Oc1nc(-c3ccccc3)nc(SCC(=O)N3CCOCC3)c1C2 | -18.2% | -1.1% | -25.0% |
| Cc1ccc(S(=O)(=O)CC(=O)NC(C)(C)C)cc1 | 1.2% | -3.1% | 7.6% |
| C=Cc1ccc(Cn2c(C)c(CNCc3ccc(SC)cc3)c(C(=O)O)c2C)cc1 | · | 1.2% | -11.8% |
